# Mm-Cpn inhibitor: Inhibitors of TCP-1 ring complex (TRiC) of Methanococcus maripaludis (MmCpn): qHTS; actives 0.031% (n = 330,000); purified Mm-Cpn ATPase, ADP Transcreener TR-FRET; Chaperonin Mm-Cpn (Methanococcus maripaludis); Potency, µM (doses to about 76.9 µM), inactives show at the top dose activity, negative = inhibition, most hits filed as inhibitors; AID 504842, 2011; further: potency means the concentration at half of the fitted maximal effect; on the % scale 0 is the no-effect control and ±100 the full control effect; nearly all actives have a fitted effect of over 80% in size
#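 ATP (10 uM final) was added to archaeal chaperonin (25 nM final) after 10 min exposure to test compound at 37°C; after 30 min further incubation, ADP was detected by competitive TR-FRET.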
# TDP-43 yeast inh: qHTS of TDP-43 Inhibitors | TDP-43 expressing yeast growth rescue, BacTiter-Glo, 24 h | Potency, µM (highest dose often 46.1 µM), for inactives: at the highest dose growth rescue (activation), usual class: activators | actives 1.8% (n = 410,000) | AID 652104, 2013; further: potency means the concentration at half of the fitted maximal effect; % of control where 0% means no effect; nearly all actives have a fitted effect of over 50% in size
#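 Growth rescue of TDP-43-toxic yeast measured as ATP luminescence (BacTiter-Glo). Cells grown to mid-log in raffinose, induced in galactose at OD600=0.02, exposed to compound 24 hr at 30 deg C.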
# GLP1R inv ag: qHTS of GLP-1 Receptor Inverse Agonists (Inhibition Mode); Potency, µM (series often up to 38.3 µM), for inactives: at the top dose activity change, negative = inhibition, actives largely listed as inhibitors; Glucagon-like peptide 1 receptor (Homo sapiens), P43220; actives 1.6% (n = 410,000); HEK293 GLP-1R CRE-luciferase, luminescence, 24 h; GLP-1R form is constitutively active; further: potency means the concentration at half of the fitted maximal effect; on the % scale 0 is the no-effect control and ±100 the full control effect; nearly all actives have a fitted effect of over 55% in size
# Target sequence (P43220 whole entry, looked up): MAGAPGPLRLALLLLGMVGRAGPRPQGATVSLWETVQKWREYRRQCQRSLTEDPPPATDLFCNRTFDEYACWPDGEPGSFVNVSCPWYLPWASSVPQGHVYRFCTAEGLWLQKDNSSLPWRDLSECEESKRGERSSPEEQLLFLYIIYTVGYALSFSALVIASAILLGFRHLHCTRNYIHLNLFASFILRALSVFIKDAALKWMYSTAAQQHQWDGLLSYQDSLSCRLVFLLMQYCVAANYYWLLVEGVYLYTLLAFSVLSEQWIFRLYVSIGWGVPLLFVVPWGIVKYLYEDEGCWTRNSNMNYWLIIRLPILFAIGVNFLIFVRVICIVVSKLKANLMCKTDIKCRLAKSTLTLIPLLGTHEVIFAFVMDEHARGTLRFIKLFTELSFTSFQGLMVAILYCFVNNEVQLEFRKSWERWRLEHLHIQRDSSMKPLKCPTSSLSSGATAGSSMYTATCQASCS
#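 HEK293 cells stably co-expressing a cAMP-responsive luciferase reporter and constitutively active GLP-1R were seeded, incubated 12 h, then exposed to compounds for 24 h at 37 C. Luminescence was read 12 min after detection reagent; inverse agonists lower signal.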
# PTHR1 ag: qHTS for PTHR1 Agonists: Primary Screen | Potency, µM (doses to about 115 µM), inactives show at the top dose activation, hits mostly activators | AID 743266, 2014 | actives 0.075% (n = 410,000) | HEK293 GP2 PTHR1 cells, GloSensor cAMP luminescence, 1 h; further: potency means the concentration at half of the fitted maximal effect; nearly all actives have a fitted effect of over 55% in size; some results filed as inactive show a strong effect at the top dose; inactives centre near -15; many of its hits are not listed in these tables
# Target sequence (Q03431 whole entry, looked up): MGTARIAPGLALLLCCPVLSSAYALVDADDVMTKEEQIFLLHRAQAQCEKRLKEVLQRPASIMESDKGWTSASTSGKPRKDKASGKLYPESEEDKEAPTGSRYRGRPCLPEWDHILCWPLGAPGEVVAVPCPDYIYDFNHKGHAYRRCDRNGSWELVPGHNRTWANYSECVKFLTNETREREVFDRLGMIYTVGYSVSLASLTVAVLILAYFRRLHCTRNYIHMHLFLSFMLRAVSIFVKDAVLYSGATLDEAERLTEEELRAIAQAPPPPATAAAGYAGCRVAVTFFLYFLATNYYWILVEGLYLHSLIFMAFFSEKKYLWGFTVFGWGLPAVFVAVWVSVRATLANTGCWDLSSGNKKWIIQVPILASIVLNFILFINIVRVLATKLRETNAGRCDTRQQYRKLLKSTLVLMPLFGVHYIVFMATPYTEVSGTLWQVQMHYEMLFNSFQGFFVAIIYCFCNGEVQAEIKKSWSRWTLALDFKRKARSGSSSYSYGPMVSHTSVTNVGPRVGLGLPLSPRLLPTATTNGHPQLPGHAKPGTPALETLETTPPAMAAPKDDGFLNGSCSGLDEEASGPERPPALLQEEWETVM
#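 HEK-293-derived GP2 cells expressing PTHR1 and a GloSensor cAMP reporter, 3,000/well, plated overnight, given luciferin plus IBMX (each 0.5 mM as added) for 1 h at 37 °C, then compound for 1 h at 37 °C. Luminescence was read after 15 min at room temperature.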
# GLP1R cytotox: qHTS of GLP-1 Receptor Inverse Agonists: Cytotox Screen. HEK293 cAMP-luciferase reporter cells, luminescence, 24 h. Potency, µM (doses to about 38.3 µM), for the others: at the top dose activity change, negative = inhibition, hits mostly inhibitors. actives 0.13% (n = 410,000). AID 624418, 2012;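 further: loss of luciferase light is scored as toxicity; potency means the concentration at half of the fitted maximal effect; on the % scale 0 is the no-effect control and ±100 the full control effect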
#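 Step one: seed cells (200 cells/uL, DMEM with 10% Nu serum, 1% pen-strep). Step two: 12-hour incubation at 37 deg C. Step three: pin 23 nL compound, incubate 24 hr. Step four: add luciferase reagent, read luminescence 12 min later.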
# Abeta yeast res: qHTS for compounds that reverse cellular toxicity of Amyloid beta (A-beta) peptide in yeast: Primary Screen | actives 0.063% (n = 410,000) | Potency, µM (titrated, usually from 46.1 µM), without a hit: top-dose growth rescue, most hits filed as activators | yeast expressing A-beta42, growth rescue, OD600, 48 h; response scale: 0% DMSO, 100% iron-clioquinol control; further: potency means the concentration at half of the fitted maximal effect; nearly all actives have a fitted effect of over 55% in size
#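 Yeast growth medium received pinned compounds, then yeast cells expressing toxic A-beta were added; plates incubated at 30 C for 48 hr. Growth read as absorbance at 600 nm, normalized to DMSO and equimolar FeCl3 plus clioquinol controls.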
# pAkt inh: HTS Assay for Inhibitors of Akt Phophorylation: Primary Screen; Neuro2A IGF-stimulated pAkt S473 HTRF, 20 min; stronger effect = lower value; activity change, % for hits at 50 µM; actives 0.32% (n = 360,000); AID 651550, 2012; in the data active means activity change below about -80%; inconclusive means mostly about -51% to -80%; further: on the % scale 0 is the no-effect control and ±100 the full control effect
#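 Neuro2A cells in DMEM with 0.5% FBS, overnight at 37 deg C, given compound at single 50 µM final, then IGF (6 nM final) for 20 min at 37 deg C. Lysed; phospho-Akt Ser473 by HTRF after 24 h, 665/615 ratio.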
# FUS yeast rescue: qHTS for Suppressors of FUS Proteinopathy: Primary screen using FUS-linked yeast assay. S. cerevisiae FUS-expressing, growth rescue, OD600, 24 h. Potency, µM (doses to about 76.6 µM), without a hit: top-dose growth rescue (activation), actives largely listed as activators. actives 0.24% (n = 390,000). AID 1347120, 2019;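 further: potency means the concentration at half of the fitted maximal effect; plate controls were DMSO vehicle for no effect and reference control for full effect; nearly all actives have a fitted effect of over 55% in size; some results filed as inactive show a strong effect at the top dose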
#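 Absorbance at 600 nm, taken 24hr after compound addition, measured rescue of FUS-yeast growth at 30C. Induction used 2% galactose with seeding at OD 0.005. Controls: CP55940 from 92uM final, DMSO only.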
# aSyn rescue: qHTS of alpha-syn Inhibitors; AID 652106, 2013; actives 0.14% (n = 370,000); Potency, µM (series often up to 46.1 µM), for the others: at the highest dose growth rescue (activation), most hits filed as activators; Yeast expressing alpha-synuclein, growth rescue, BacTiter-Glo, 24 h; further: potency means the concentration at half of the fitted maximal effect; % of control where 0% means no effect; nearly all actives have a fitted effect of over 65% in size
#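 Readout is rescue of growth in alpha-synuclein-expressing yeast, so inhibitors of toxicity appear as activators. Growth after 24 hr at 30 deg C in galactose medium is quantified by luminescence.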
# The depositor's hits bear a star; i = inactive; ? = inconclusive; . = no result given; [ ] = dose if it differs, or a comment. Unless noted, the call rests on the fitted dose curve; in most records, active means well fitted curve in the direction sought with a large enough effect; inconclusive means small, poorly fitted or top-dose-only effect, or another doubt; inactive means no such curve, though single readings can be large; an effect the other way counts as inactive or inconclusive. The list is partial, so the mix of outcomes need not match the whole.
SMILES,Mm-Cpn inhibitor,TDP-43 yeast inh,GLP1R inv ag,PTHR1 ag,GLP1R cytotox,Abeta yeast res,pAkt inh,FUS yeast rescue,aSyn rescue
Cc1cccc(Cn2c(NC3CCCC3)nc3c2c(=O)[nH]c(=O)n3C)c1,.,-1%,9%,i,-12%,-3%,i,-33%,0%
COc1ccc(Br)c(C(=O)N2CCCC2(C)C(=O)NCC(C)C)c1 (configuration not stated),.,-7%,-7%,2%,1%,-26%,.,-8%,-15%
COc1ccc(C(CNC(=O)c2cccc(NS(=O)(=O)c3ccc(C)c(F)c3)c2)N2CCCC2)cc1 (configuration not stated),-3%,4%,?,-71%[inhibitor],-26%,-1%,i,21%,2%
O=C(O)/C=C/C(=O)NCCC1=CCCCC1,-3%,10%,-14%,i,-8%,3%,i,-40%,-8%
COc1ccc(-c2cnnn2-c2ccc(NC(=O)c3ccc(S(=O)(=O)N4CCCCC4)cc3)cc2)cc1OC,-9%,-6%,114%[activator],15%,13%,2%,i,.,-4%
COC(=O)CN=Cc1c(C)[nH]n(-c2ccccc2)c1=O,0%,-6%,2%,i,-4%,0%,i,20%,-7%
Cc1cc(C)c2c(c1)cc(C)c1nnc(SCC(=O)Nc3ccccc3N3CCOCC3)n12,0%,?,11%,-3%,-5%,-11%,i,34%,8%
O=C(COc1ccc(Cl)cc1)NNC(=O)CSc1nncs1,0%,4%,32%[activator][7.66 µM],i,9%[7.66 µM],0%,i,-4%,-1%
Cc1cc(NC(=O)COC(=O)c2ccc([N+](=O)[O-])cc2Cl)no1,0%,?,1%,-25%,-2%,27%,i,-11%,0%
CC(=O)Nc1ccc(S(=O)(=O)NCCC(=O)OCC(=O)c2cccc(Br)c2)cc1,-1%,2%,2%,i,-4%,29%,i,-8%,8%
COc1cc2oc(=O)ccc2cc1[C@H](O)[C@@H](O)C(C)(C)O,0%,14%,13%,-24%,10%,9%,i,-11%,-7%
Cc1ccnc(SCCn2c(N3CC(C)OC(C)C3)nc3c2c(=O)n(C)c(=O)n3C)n1 (configuration not stated),1%,18%,20%,i,3%,-21%,i,-3%,1%
CC(CCn1cccn1)NC(=O)c1cc(COc2ccc(F)cc2F)on1 (configuration not stated),0%,-4%,-6%,-18%,14%,-11%,i,7%,-1%
COc1cccc(CCNC(=O)CCc2nnc(-c3cc(C)oc3C)o2)c1,-1%,2%,8%,i,1%,4%,i,15%,1%
Cc1cccc(N2CC(O)(c3cccs3)[N+]3=C2CCCC3)c1 (configuration not stated),1%,19%,-10%,i,-9%,1%,i,5%,13%
Cc1ccc(S(=O)(=O)N2[C@@H](CO)CO[C@H]2CC(=O)c2cccc3ccccc23)cc1,.,15%,17%,-6%,1%,1%,i,43%,10%
CCN(CC)C(=O)C1=C(C)N(Cc2ccc(F)cc2)C(=O)C(CC(=O)NC2CCCC2)C1 (configuration not stated),.,2%,2%,-6%,4%,-6%,i,3%,-10%
CN(CC(=O)NCCc1ccccc1)S(=O)(=O)c1cccc2nsnc12,2%,6%,13%,i,-4%,9%,i,.,1%
O=C(O)/C=C/C(=O)NC1CCC(CC2CCC(NC(=O)/C=C/C(=O)O)CC2)CC1 (configuration not stated),-3%,0%,?,-4%,-23%,-8%,i,16%,-1%
C=CCN(CC=C)C(=O)c1ccccc1NC(=O)c1ccccc1C,1%,16%,-37%,i,3%,-10%,i,-16%,-2%

# Quoted at random: two records from the list.
SMILES,Mm-Cpn inhibitor,TDP-43 yeast inh,GLP1R inv ag,PTHR1 ag,GLP1R cytotox,Abeta yeast res,pAkt inh,FUS yeast rescue,aSyn rescue
COc1ccc(Br)c(C(=O)N2CCCC2(C)C(=O)NCC(C)C)c1 (configuration not stated),.,-7%,-7%,2%,1%,-26%,.,-8%,-15%
COC(=O)CN=Cc1c(C)[nH]n(-c2ccccc2)c1=O,0%,-6%,2%,i,-4%,0%,i,20%,-7%

# Single entries from the results shown:
# TDP-43 yeast inh with COc1cccc(CCNC(=O)CCc2nnc(-c3cc(C)oc3C)o2)c1 stands at 2%
# TDP-43 yeast inh with Cc1cccc(Cn2c(NC3CCCC3)nc3c2c(=O)[nH]c(=O)n3C)c1 stands at -1%

# New compounds follow
SMILES,Mm-Cpn inhibitor,TDP-43 yeast inh,GLP1R inv ag,PTHR1 ag,GLP1R cytotox,Abeta yeast res,pAkt inh,FUS yeast rescue,aSyn rescue
COC(=O)c1c(NC(=O)COc2cc(C)ccc2C(C)C)sc2c1CCC(C)C2 (configuration not stated),.,8%,15%,-30%,-9%,-1%,.,6%,.
CCOC(=O)/C(C#N)=C1/C=Nc2ccccc2N1,-1%,17%,10%,-11%[57.5 µM],-12%,5%,i,13%,0%
COc1ccccc1OCCNC(=O)C1CC(=O)N(Cc2ccccc2)C1 (configuration not stated),1%,8%,12%,-18%,14%,1%,i,-5%,2%
N#Cc1c(-c2ccccc2)cc(C2CC2)nc1SCC(=O)c1cccs1,-8%,15%,0%,i,149%[activator],-8%,i,.,-12%
FC(F)(F)c1ccc(Cl)c(-n2c(Cc3cccs3)n[nH]c2=S)c1,1%,10%,8%,-20%,-23%,10%,i,12%,11%
COC(=O)c1ccc(NC(=O)C2CCCO2)cc1 (configuration not stated),?,?,9%,-25%[57.5 µM],2%,20%,i,-9%,7%
Cc1ccc(NC2=NC(c3ccc(F)cc3)n3c(nc(C)cc3=O)N2)cc1 (configuration not stated),0%,0%,-5%,i,-2%,-5%,i,19%,-2%
COc1ccc(CCN2CC(C(=O)Nc3cccc(C(C)=O)c3)CC2=O)cc1OC (configuration not stated),-1%,5%[0.397 µM],9%,-51%[inhibitor],-3%,11%,i,23%,0%
Cc1ccc(-c2nnc(N3CCN(C(=O)CSc4ncn[nH]4)CC3)c3ccccc23)cc1,1%,-1%,22%,-12%[57.5 µM],4%,-8%,i,11%,-4%
COc1ccc([C@H]2/C=C\CN(C(=O)C3CC3)[C@@H](C)C(=O)N2Cc2ccc(F)cc2)cc1,.,19%,-5%,-4%,-25%,1%,i,24%,8%
CCOc1ccccc1OCC(=O)NNC(=S)NC1CCCCC1,1%,15%,-5%,-30%,-9%,6%,i,-35%,12%
CCOC(=O)c1c(C)[nH]c(C)c1C(=O)COC(=O)c1nn(CC)c(=O)c2ccccc12,.,-1%,12%,0%,-12%,4%,i,23%,?
CCOc1ccc(N=C(NC#N)SC)cc1,-2%,-2%,-4%,i,5%,7%,i,24%,5%
Cc1ccc(C(=O)NC(C)CCc2ccccc2)cc1S(=O)(=O)N1CCOCC1 (configuration not stated),-1%,17%,-16%,-16%,-9%,15%,i,18%,7%
O=C(NC1CCCc2c1cnn2-c1ccc(F)cc1F)c1csnn1 (configuration not stated),-1%,-3%,24%,-63%[inhibitor],15%,3%,i,9%,-3%
O=C(COc1ccc(Cl)cc1)NCc1n[nH]c(=O)c2ccccc12,1%,15%,12%,-17%,-6%,5%,i,7%,-1%
COc1ccc(-n2c(SCC(C)=O)nc3sc(C)c(C)c3c2=O)cc1,-1%,9%,11%,i,-10%,-4%,i,-10%,2%
CC(C)(CNC(=O)c1ccc(Br)o1)N1CCOCC1,2%,0%,33%[activator],i,-1%,-12%,i,-14%,-2%
Cc1ncc(C[n+]2csc(CCOC(=O)CC34CC5CC(CC(C5)C3)C4)c2C)c(N)n1,1%,-10%,-7%,i,20%,0%,i,.,10%
COC(=O)c1ccc(NC(=S)N2CCN(C(=O)c3ccco3)CC2)cc1,-3%,13%,-21%,-48%[inhibitor],-10%,-9%,i,.,5%
O=C(OCc1nnc(-c2ccccc2)o1)c1ccc2c(c1)OCO2,3%,3%,-19%,i,12%,-9%,i,?,-3%
Cc1noc(C)c1COc1cccc(C(=O)Nc2ccccc2)c1,0%,26%,-7%,-7%,-24%,-4%,i,-4%,-12%
CCOc1ccccc1C(=O)NCC(=O)OCC(=O)NCCc1ccc(S(N)(=O)=O)cc1,1%,-1%,-1%,i,54%[activator],10%,i,-9%,-2%
COc1ccccc1OCCCCNCCO,1%,-20%,4%,i,-9%,9%,.,27%,0%
C=CCN1C(=O)/C(=C\C(C)=C\c2ccccc2)SC1=S,1%,-15%,2%,-48%,-1%,-22%,i,-12%,2%
CC(C)(C)OC(=O)N1CCN(C(c2ccnc3ccccc23)c2nnnn2-c2ccc3c(c2)OCCO3)CC1 (configuration not stated),.,6%,-29%,-8%,-15%,-11%,i,43%,0%
CCC1=Nc2cc(C(=O)NCCN3CCOCC3)ccc2Sc2ccccc21,0%,-5%,-22%,23%,0%,12%,i,11%,0%
COc1ccc(C[C@H]2CN3C(=NC[C@@H]3Cc3ccccc3)N2CCNC(=O)c2ccc(C)c(Br)c2)cc1,.,4%,?,-6%,?,-31%,i,40%,-19%
COc1cccc(NC(=O)CNC(=O)c2ccc([N+](=O)[O-])cc2)c1,1%,7%,28%,i,4%,-7%,i,0%,-3%
Cc1ccc(CSc2nc3sc(C)c(C)c3c(=O)n2Cc2ccco2)cc1,-3%,3%,-3%,i,-22%,10%,.,-21%,.

# Screens (PubChem BioAssay)
